From PubChem
Rin1 Abl inh: inhibitors of Rin1-Abl protein binding, primary screen, biochemical, TR-FRET | Tyrosine-protein kinase ABL1 (Homo sapiens) + Ras and Rab interactor 1 (Homo sapiens), … | inhibition, % at 7.35 µM | 360,000 compounds, 0.4% hits | AID 588664, 2011; in the data active means inhibition above about 5%, passing the limit was not always enough
MT1-MMP act inh: blockers of MT1-MMP proenzyme processing, primary screen, HT1080 RFP-PRO-GFP cells, GFP/RFP fluorescence; Matrix metalloproteinase-14 (Homo sapiens), P50281; GFP/RFP ratio fluorescence, overnight; percent of plate control window, DMSO zero; GFP/RFP ratio change, % at 20 µM; 360,000 compounds, 0.061% hits; AID 651647, 2012;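 active means GFP/RFP ratio change of at least 30% with cell ATP level not reduced by more than half and red fluorescence within 50% of control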; further: strong numbers were not always called active
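Assay system: HT1080 cells carrying an RFP-PRO-GFP reporter | Dosing: Single dose of 20 µM compound, 1% DMSO final | Incubation: Cells overnight before dosing, compound overnight, 37 °C, 5% CO2 | Evaluation: GFP/RFP fluorescence ratio | Control set: DMSO and RFP-L50D-GFP cell wells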
E coli Lon inh: inhibitors of E. coli Lon protease, primary screen, biochemical, fluorescence polarization | inhibition, % at 7.94 µM | purified E. coli Lon protease | P0A9M0 | 360,000 compounds, 0.42% hits; in the data active means inhibition above about 13%, passing the limit was not always enough;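 further: 0% = enzyme with probe and DMSO and 100% = no enzyme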
SKN-1 inh: suppressors of acrylamide-induced Pgst-4::GFP reporter in worms, primary screen, SKN-1 inhibitor project, whole organism, uHTS, GFP/RFP fluorescence ratio, strain VP596. C. elegans VP596 Pgst-4::GFP/RFP ratio, 24 h. 360,000 compounds, 0.49% hits. AID 624304, 2012. inhibition, % at 21.8 µM;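 active means interference check ratio from 0.5 to 1.5 plus GFP to RFP signal ratio inhibition reaching or exceeding a fixed threshold, cut at about 30% in these data, passing the limit was not always enough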; further: some compounds called inactive have numbers as strong as hits
Neddylation inh: inhibitors of cullin neddylation, primary screen, biochemical, TR-FRET, uHTS, NAE and Ubc12; calls only at 25 µM; NEDD8-conjugating enzyme Ubc12 (Homo sapiens) + NEDD8-activating enzyme E1 regulatory …; 360,000 compounds, 0.58% hits; in the data active means inhibition above about 36%
NRP1-CendR mod: modulators of CendR peptide binding to NRP-1, primary screen, biochemical, fluorescence polarization, uHTS | Neuropilin-1 (Homo sapiens), O14786 | AID 602438, 2012 | inhibition, % at 25 µM | 360,000 compounds, 0.85% hits | FAM-RPARPAR peptide binding to NRP-1;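 active means inhibition or corrected inhibition above about 18%, plus a signal ratio from 0.5 to 1.5, limit read from the data, passing the limit was not always enough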; further: strong numbers were not always called active
FAS TE block: FAS thioesterase domain inhibitors, primary screen, biochemical, fluorescence intensity, uHTS | Fatty acid synthase (Homo sapiens), P49327 | recombinant FAS-TE, OMFH fluorogenic substrate, fluorescence endpoint | inhibition, % at 15 µM | 360,000 compounds, 0.67% hits | AID 602261, 2012;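 active means compounds whose normalised, plate-corrected inhibition of enzyme fluorescence in the single-dose primary screen is 50% or more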;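 further: 0% = DMSO with enzyme and 100% = substrate without enzyme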
MLLE-PAM2 inh: inhibitors of PABP1 MLLE–PAM2 peptide binding, primary screen, biochemical, fluorescence polarization, FITC-PAM2, GST-MLLE | Polyadenylate-binding protein 1 (Homo sapiens), P11940 | inhibition, % at 20 µM | 360,000 compounds, 0.36% hits; in the data active means inhibition above about 35%, passing the limit was not always enough;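 further: plate controls were DMSO wells with GST-MLLE for no effect and wells lacking GST-MLLE protein for full effect; some results filed as inactive read as strong as hits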
Target sequence (P11940 whole entry, looked up): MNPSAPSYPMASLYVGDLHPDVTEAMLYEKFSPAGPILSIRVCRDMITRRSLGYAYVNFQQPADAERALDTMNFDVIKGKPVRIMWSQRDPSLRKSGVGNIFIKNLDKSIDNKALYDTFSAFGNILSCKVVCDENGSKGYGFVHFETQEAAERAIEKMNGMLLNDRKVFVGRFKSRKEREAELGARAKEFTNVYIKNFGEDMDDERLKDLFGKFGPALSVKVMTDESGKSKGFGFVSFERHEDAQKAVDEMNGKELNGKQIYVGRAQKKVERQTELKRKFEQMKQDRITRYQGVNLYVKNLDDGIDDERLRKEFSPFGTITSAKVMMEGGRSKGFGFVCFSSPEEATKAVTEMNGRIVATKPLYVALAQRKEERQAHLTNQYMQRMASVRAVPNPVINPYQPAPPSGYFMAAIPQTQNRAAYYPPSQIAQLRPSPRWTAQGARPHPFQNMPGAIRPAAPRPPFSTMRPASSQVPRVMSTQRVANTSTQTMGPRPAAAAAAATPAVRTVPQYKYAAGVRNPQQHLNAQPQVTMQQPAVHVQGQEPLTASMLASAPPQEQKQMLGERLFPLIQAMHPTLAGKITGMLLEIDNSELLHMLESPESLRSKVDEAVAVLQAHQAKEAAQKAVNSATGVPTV
bovine MsrA act: bovine MsrA enzyme activators, primary screen, biochemical, absorbance, HTS | Methionine sulfoxide reductase A (Bos taurus) | 360,000 compounds, 0.3% hits | activation, % at 10.6 µM | purified bovine MsrA, absorbance read-out | AID 602163, 2012; in the data active means activation above about 7.5%;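 further: 0% = vehicle and 100% = reference activator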
Active calls of the source: *; i = inactive; / = no result given; + = active, no number.

Order of results – Rin1 Abl inh	MT1-MMP act inh	E coli Lon inh	SKN-1 inh	Neddylation inh	NRP1-CendR mod	FAS TE block	MLLE-PAM2 inh	bovine MsrA act
CC(C)N1CCN(Cc2nc3ccccc3s2)CC1CCO (configuration not stated)
→ 1	1	-7	18	i	6	-6	6	-3
CSC[C@H]1CN(CCc2ccccc2)C(=O)[C@@H]1CC(=O)Nc1ccccc1
→ -3	1	-4	-6	i	4	-4	0	-1
C=C(NC(C)=O)c1c(F)cccc1F
→ 1	3	-2	-4	i	16	-7	4	-6
COc1ccc(NC(=O)CSc2ccc3nnc(-c4cccnc4)n3n2)c(OC)c1
→ -5	7	0	-4	i	-7	0	-4	-3
COc1cccc(NC(=O)C2CCN(S(=O)(=O)c3ccc(N4CCCC4=O)cc3)CC2)c1
→ -4	4	-11	3	i	9	8	4	0
CN1CCC(N2CCN(C3CN(Cc4cn(Cc5ccc(C(F)(F)F)cc5)nn4)S(=O)(=O)C3)CC2)CC1 (configuration not stated)
→ /	6	-6	-1	i	13	-13	/	-2
COc1ccc(Cn2c(=O)[nH]c3cc(C(=O)NCc4ccc5c(c4)OCO5)ccc3c2=O)cc1
→ -4	6	0	30	i	10	-3	-13	0
CCCSc1cc(=O)n(-c2ccccc2)nc1C(=O)OCC
→ 0	2	2	3	i	-5	-1	0	-1
O=C(NC1CCCC1)C(c1cccs1)N(C(=O)c1ccco1)c1ccc2c(c1)OCCO2 (configuration not stated)
→ -2	0	-5	-8	i	10	16	13	5
Cc1ccc(S(=O)(=O)c2nnn3c2nc(N2CCC(C(N)=O)CC2)c2ccccc23)cc1
→ -3	-4	-5	7	i	-11	50	8	-4
COC(=O)[C@@]1(Cc2ccccc2)[C@H]2C(=O)N(Cc3ccccc3)C(=O)[C@H]2[C@H]2CN=C(SCC3CC3)N21
→ 1	-9	5	5	i	-20	22	-93	-2
COc1cc(OC)nc(C(NC(=O)C2CCN(Cc3ccc(Oc4ccccc4)cc3)CC2)c2ccccc2C)n1 (configuration not stated)
→ -1	-1	-13	-12	i	-4	16	-2	1
O=C(NCc1ccco1)C1CCN(c2ccc(S(=O)(=O)N3CCOCC3)cc2[N+](=O)[O-])CC1
→ -5	4	0	2	i	-1	-11	-9	-4
O=C(O)CC/C(=N\NC(=O)c1ccc(F)cc1)c1ccc(Br)cc1
→ -2	2	1	-13	i	2	-11	10	-10
Cc1ccc(NC(=S)NC(=O)c2ccc(-c3ccc(Cl)cc3)o2)c(O)c1
→ -2	12	-4	-4	i	-12	10	22	-3
CC1=NN(C(=O)c2ccccc2Cl)C(O)(c2ccccc2)C1 (configuration not stated)
→ 1	-2	1	-10	i	9	-3	-3	-5
CCN(CC)C(=O)C1=C(C)N(Cc2ccc(F)cc2)C(=O)C(CC(=O)NCc2cccc3ccccc23)C1 (configuration not stated)
→ 0	1	-7	4	i	-9	14	20	-2
CCOc1ccc(NC(=O)CN(C)C(=O)c2cccnc2Sc2ccccc2Cl)cc1OCC
→ 4	5	-6	17	i	9	-5	1	6
O=C(NC(=S)N1CCOCC1)c1ccccc1Cl
→ 0	-2	-8	-8	i	17	-7	14	1
CN(C)/C=C/C(=O)c1c(F)cccc1F
→ 0	2	9	-1	i	1	-3	0	-8
S=C(Nc1ccc(Cl)c(Cl)c1)NC1CCCCC1
→ 1	-7	1	5	i	-8	28	7	-1
CCc1nc2c(OCCn3cccc3)cccn2c1N(C)C(=O)CC(C)C
→ -3	0	-7	-10	i	10	-7	-2	-6
CCOC(=O)C1CCCN(C(=O)c2ccc3nc(-c4ccccc4)c(-c4ccccc4)nc3c2)C1 (configuration not stated)
→ -6	-1	-9	-3	i	16	19	-4	-2
Cn1cccc1C(=O)OCC(=O)NCCc1ccc(S(N)(=O)=O)cc1
→ 4	2	-14	2	i	-1	-2	-10	2
O=C(O)C1CCCCC1C(=O)N1CC=C(c2ccccc2)CC1 (configuration not stated)
→ -1	4	-4	-21	i	0	-6	-1	-1
Cc1cc(C)nc(Sc2ccc(C=O)cc2[N+](=O)[O-])n1
→ -4	-2	0	0	i	1	-5	-8	2
Cn1cc(S(=O)(=O)N2CCN(c3cccc(Cl)c3)CC2)c(=O)n(C)c1=O
→ -3	-1	-1	-2	i	9	-1	13	-2
C[C@H]1CN([C@@H](C)CO)C(=O)CCCn2nncc2CO[C@@H]1CN(C)C(=O)NC1CCCCC1
→ -2	0	-7	-5	i	-7	-11	-2	-8
O=C(NCCN1CCOCC1)c1cc2n(n1)C(C(F)(F)F)CC(c1ccc(F)cc1)N2 (configuration not stated)
→ 1	-4	1	-6	i	-24	-4	8	-2
CCOC(=O)C1CCCN(C(=O)c2cc3c(=O)n4ccccc4nc3s2)C1 (configuration not stated)
→ 0	-2	6	10	/	-12	-1	-10	-1

An excerpt from above in order of length of the SMILES, largest number first:
Order of results – Rin1 Abl inh	MT1-MMP act inh	E coli Lon inh	SKN-1 inh	Neddylation inh	NRP1-CendR mod	FAS TE block	MLLE-PAM2 inh	bovine MsrA act
O=C(NCCN1CCOCC1)c1cc2n(n1)C(C(F)(F)F)CC(c1ccc(F)cc1)N2 (configuration not stated)
→ 1	-4	1	-6	i	-24	-4	8	-2
CC(C)N1CCN(Cc2nc3ccccc3s2)CC1CCO (configuration not stated)
→ 1	1	-7	18	i	6	-6	6	-3
C=C(NC(C)=O)c1c(F)cccc1F
→ 1	3	-2	-4	i	16	-7	4	-6

More records
Order of results – Rin1 Abl inh	MT1-MMP act inh	E coli Lon inh	SKN-1 inh	Neddylation inh	NRP1-CendR mod	FAS TE block	MLLE-PAM2 inh	bovine MsrA act
Cc1cccc(NC(=O)c2c(O)c3ccccc3n(C)c2=O)c1
→ -2	-2	-13	-12	i	1	9	7	-8
Cc1ccc(CSc2nnc(-c3cccnc3)n2N)cc1
→ -5	3	-11	10	i	6	-5	-17	1
O=C(CCNC(=O)Cn1cnc2ccccc2c1=O)NCC1COc2ccccc2O1 (configuration not stated)
→ 0	-6	-7	-14	i	7	-5	11	-1
O=C(c1ccc(F)cc1)N1CCOC(c2nc(-c3ccc(F)cc3)no2)C1 (configuration not stated)
→ -1	1	5	-6	i	-4	-13	-7	-3
CCCN=C1N/C(=C\c2ccco2)C(=O)N1c1ccccc1
→ -1	-6	0	13	i	43*	-7	-8	3
OC(c1cc(-c2cccc(Cl)c2)nc2ccccc12)C1CCCCN1 (configuration not stated)
→ -2	-7	-10	10	i	1	-5	13	6
CC(=O)n1cc(Nc2ccccc2C(=O)O)c2ccccc21
→ 1	-2	0	25	/	-10	-5	19	-5
Cc1cc(C(=O)OCC(=O)N(CC(C)C)c2c(N)n(Cc3ccccc3)c(=O)[nH]c2=O)c2ccccc2n1
→ 0	-2	-6	7	i	-6	-3	-13	-2
CCC(NC(=S)Nc1ccccc1)C(=O)O (configuration not stated)
→ 4	1	-7	0	i	-6	-7	8	-1
CCOC(=O)c1ccccc1-c1csc(NS(=O)(=O)c2ccc(Cl)cc2)n1
→ 0	6	1	-5	i	3	1	3	1
O=C(CSc1ccccn1)Nc1ccc(F)c([N+](=O)[O-])c1
→ 0	6	-1	-23	i	-1	26	8	-8
CC(CN1CCCC1)OC(=O)c1ccc(Cl)cc1 (configuration not stated)
→ 0	1	-4	-5	i	19	-2	9	-5
CCOC(=O)C1=C(CS(=O)(=O)c2ccccc2)NC(=O)NC1c1cc(OC)c(O)c(OC)c1 (configuration not stated)
→ -1	-2	8	20	i	3	-3	-8	-3
Cc1ccc(C(=O)c2nc(C(=O)NCCO)nc3ccccc23)cc1
→ 0	3	0	4	i	7	-6	17	1
O=C(Cc1ccc(Br)cc1)OCC(=O)N1CCc2ccccc2C1
→ 0	2	-9	-2	i	10	16	-10	-7
c1ccc(C2NCCc3ccccc32)cc1 (configuration not stated)
→ 0	-1	1	-15	i	2	-7	1	-10
O=C(c1ccc(Br)cc1)N(Cc1nc2ccccc2c(=O)[nH]1)C1CCCC1
→ 4	-2	-3	2	i	7	8	5	-5
COc1ccc(C(CCNCc2ccc(F)cc2)c2ccc(F)cc2)cc1 (configuration not stated)
→ -3	-2	3	-4	i	7	0	15	-11
Cn1c(SCC(=O)Nc2ccc(N3CCOCC3)cc2)nnc1-c1ccco1
→ 3	2	3	-4	i	-4	-7	8	-3
COC(=O)c1sc(NC(=O)/C=C/c2ccc(C)cc2)nc1C
→ -2	2	-1	9	/	9	-3	0	-4
CCC(=O)N1CCc2cc(S(=O)(=O)N3CCN(c4cc(Cl)ccc4C)CC3)ccc21
→ 1	6	-13	1	i	8	34	2	-1
O=C(O)CCCCn1c(SCc2ccccc2Cl)nc2ccsc2c1=O
→ -2	-10	17	-1	i	-5	4	13	-1
O=C(Nc1ccc(Cl)cn1)c1ccccc1F
→ -1	4	3	59*	i	8	-3	5	-1
NC(=O)c1cccc(-c2csc(C(O)c3ccccc3)n2)c1 (configuration not stated)
→ -2	7	-1	-3	i	-4	-2	-2	-1
CCN(CC)C(=O)Cn1c(=O)n(-c2ccccc2)c(=O)c2sccc21
→ -3	-2	-2	-7	i	4	-7	-1	-5
CC(C)c1nc(NCCN2CCOCC2)c(C#N)c2c1COC(C)(C)C2
→ 0	-2	1	16	i	14	-10	-15	-4
O=C(COc1ccc2c(c1)oc(=O)c1ccccc12)NCCCN1CCOCC1
→ 0	7	1	9	/	3	-7	5	-1
CC(C(=O)O)N1c2cccc3cccc(c23)S1(=O)=O (configuration not stated)
→ -1	-3	5	-26	/	0	-7	12	-8
CN(CC(=O)Nc1ccc(Cl)c(C(F)(F)F)c1)C(=O)C1(c2ccccc2)CC1
→ -2	/	5	-1	i	-6	21	-11	0
NC(=O)c1ccsc1NC(=O)c1cccs1
→ -1	4	-19	-2	i	-26	0	-9	7
CSc1ccc(/C=C/C(=O)OCC(=O)NCC2CCCO2)cc1 (configuration not stated)
→ -3	2	-1	2	+	6	-6	-1	-6
CCOC(=O)C1C(=O)OC2(CCCC2)C1C(=O)OCC (configuration not stated)
→ 0	0	-4	6	i	-6	-4	3	5
CCNc1nc(NOC)nc(OCC#N)n1
→ 2	4	2	-6	i	6	-7	6	-7
CC(C)C(C)(C#N)NC(=O)COC(=O)C1CCN(S(=O)(=O)c2ccc3c(c2)OCCO3)CC1 (configuration not stated)
→ 3	-2	-16	5	i	5	-2	13	-4
COc1cccc(CC(NC(C)=O)C(=O)NC2CCN(S(=O)(=O)c3cccc4ccccc34)CC2)c1 (configuration not stated)
→ 2	0	-2	1	i	-3	1	-1	-4
CSc1ccc(CN2CCC(C)(Oc3ccc(F)cc3)C2)cc1 (configuration not stated)
→ -2	0	-6	2	i	6	10	12	-3
Cc1[nH]c2ccc(F)cc2c1CCN(Cc1cccnc1)C(=S)Nc1ccccc1
→ 0	-1	2	4	i	-7	0	-39	-5
CCOC(=O)NC(=O)CSc1nc2ccc(OCC)cc2[nH]1
→ 5	2	11	-9	i	2	-13	-4	-10
Oc1ccc(C2=NNC(c3ccc(O)cc3)=NN2)cc1
→ -1	2	10	-4	i	0	-7	7	-4
COC(=O)c1c(N)sc(C(=O)NCCc2ccccc2)c1C
→ -1	2	-10	2	i	6	2	26	-2
